High-throughput results from PubChem.
ALOX12 inh = inhibitors of human 12S-lipoxygenase ALOX12 | 580,000 tested, 1.1% active | P18054 | AID 1671190 | Potency, µM (doses to about 108 µM), inactives show at the highest dose activity change, negative = inhibition, actives largely listed as inhibitors | purified 12hLO, xylenol orange hydroperoxide absorbance; active = well fitted inhibition curve with a large enough effect; inconclusive = small, poorly fitted or top-dose-only effect, or another doubt; inactive = no such curve, though single readings can be large or run the other way
Target sequence (P18054 whole entry, looked up): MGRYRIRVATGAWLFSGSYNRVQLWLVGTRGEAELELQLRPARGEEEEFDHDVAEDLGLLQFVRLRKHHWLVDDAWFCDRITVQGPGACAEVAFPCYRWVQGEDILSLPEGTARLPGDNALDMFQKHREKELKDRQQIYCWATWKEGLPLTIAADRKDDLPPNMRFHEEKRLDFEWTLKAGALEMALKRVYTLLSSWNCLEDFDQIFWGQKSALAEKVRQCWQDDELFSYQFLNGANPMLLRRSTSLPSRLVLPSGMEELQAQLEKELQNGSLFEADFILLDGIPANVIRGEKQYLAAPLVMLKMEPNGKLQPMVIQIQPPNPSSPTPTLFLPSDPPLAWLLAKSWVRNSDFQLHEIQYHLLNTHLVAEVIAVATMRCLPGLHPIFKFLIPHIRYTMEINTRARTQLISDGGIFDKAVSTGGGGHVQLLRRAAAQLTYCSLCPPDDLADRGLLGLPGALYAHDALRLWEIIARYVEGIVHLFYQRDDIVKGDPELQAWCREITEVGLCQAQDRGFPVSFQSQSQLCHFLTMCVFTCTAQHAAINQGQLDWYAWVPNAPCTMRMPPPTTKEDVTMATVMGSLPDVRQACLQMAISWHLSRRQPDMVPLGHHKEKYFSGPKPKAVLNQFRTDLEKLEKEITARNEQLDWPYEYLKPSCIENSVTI
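Purified human 12hLO (150 nM final) in 25 mM Hepes, 0.01% Triton X-100, pH 7.0 was preincubated 15 min at room temperature with compound. Then 40 uM arachidonic acid was added, 30 min. Hydroperoxide was read by Fe-XO absorbance ratio 573/405 nm.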
The depositor's hits bear a star; ? = inconclusive; [ ] = dose if it differs, or a comment. % is set by controls: 0 for no effect and ±100 for the full control effect; potency is the fitted concentration of half-maximal effect.

item	molecule	ALOX12 inh
1	Cc1ccn(CC(=O)N(C)C2CCc3nn(CC4CC4)c(=O)n3CC2)n1 (configuration not stated)	46%[activator]
2	Cc1cnc(C(=O)NC2C[C@H]3CC[C@@H](C2)N3C(=O)Nc2cccc(C(F)(F)F)c2)cn1 (some centres not stated)	0%
3	COCCc1nncn1C1CCN(C(=O)c2ccc(Br)o2)CC1	-14%
4	O=C(NCc1ccccc1)[C@@H]1CCCN1C(=O)[C@H]1CCCN1C(=O)c1ccccc1	-6%
5	O=C(N[C@H]1CO[C@H]2[C@@H]1OC[C@@H]2n1nnnc1Oc1ccc(-n2ccnc2)cc1)c1ccc(C(F)(F)F)cc1	51%[activator]
6	COc1cc(C)ccc1S(=O)(=O)NCC1CNCCOC1 (configuration not stated)	16%
7	CCOCCn1c(=O)[nH]c2cc(C(=O)NCCc3scnc3C)ccc21	51%[activator]
8	Cc1cc(C)cc(C(=O)N2CCN(C(=O)c3nnn4c3COC(c3ccccc3)C4)CC2)c1 (configuration not stated)	6%
9	Cc1ccc(CN2C[C@H]3CN(C(=O)c4cccnc4)CCN3C2=O)cc1	6%[176 µM]
10	Cc1cc(C(=O)Nc2cccc(-c3nc(CNC(=O)c4ccc[n+]([O-])c4)c(C)o3)c2)c(C)o1	29%
11	NC(=O)[C@@H](Cc1ccccc1)NC(=O)C1=C[C@@H](NC(=O)CC2(CC(=O)O)CCCC2)[C@@H](O)[C@H](O)C1	33%
12	Cc1ccc(Cn2c(C3CCN(C(=O)c4cc(C)cc(C)c4)CC3)n[nH]c2=O)cc1	?
13	CC(O)(COc1ccccc1)c1ccc2c(c1)CN(Cc1cccc3cccnc13)CCO2 (configuration not stated)	21%
14	Cc1nn2c(c1-c1ccccc1-c1ccccc1)N(Cc1cccc(O)c1)CCC2	?
15	COCc1noc([C@@H]2CC(F)(F)CN2C(=O)c2occc2C)n1	-17%
16	CN1C(=O)CCCCC1C(=O)NCCN1CCCCC1 (configuration not stated)	16%
17	Cc1ccc(-n2nc(C)c([C@@H]3C=C[C@@H](NCc4cccc(C#N)c4)C3)c2C)cc1Cl	8%[176 µM]
18	O=C(NCC1CCOCC1)Nc1ccccc1C(F)(F)F	27%
19	O=C1NCc2ccccc2CC12CCCN2CC1CC=CCC1 (configuration not stated)	15%[6.33 µM]
20	CCN1C(=O)CCC2(C(=O)N3CCOCC3)CCCC=C12 (configuration not stated)	?
21	O=C(c1ccncc1)N1CC2CCC(C1)N2Cc1cccc(-c2ccc(F)cc2F)c1	3%[6.33 µM]
22	CN(C)CCOCC1(C)COc2ccc(C(=O)NCc3ccc(F)cc3)cc2N1 (configuration not stated)	4%[176 µM]
23	Cc1ccsc1CN1C[C@@H]2C(C(=O)N3CCOCC3)=NO[C@@H]2C1	19%[176 µM]
24	Cc1cc(C(=O)N2CCC3(CCCNC3=O)C2)ccc1N1CCOCC1 (configuration not stated)	10%
25	CC(C)c1nncn1C1CCN(S(=O)(=O)c2ccc(Br)s2)CC1	21%
26	COc1cc(C)ccc1OCC(=O)c1ccc2c(c1)N(CC(=O)NCc1ccco1)C(=O)CO2	5%
27	Cc1noc(C)c1CN1CC(C(=O)NCc2ccncc2)C2(CCOCC2)C1 (configuration not stated)	79%[activator]
28	COC(=O)C1=CN(CC(=O)NCc2ccccc2)S(=O)(=O)N=C1C	7%
29	O=C(CC1CCCC1)N1CC(c2nnc(-c3ccncc3)o2)C2(CCOCC2)C1 (configuration not stated)	8%
30	O=C(Nc1cnc(-c2cccc(Cl)c2)nc1)c1ccc(F)cc1Cl	28%
31	CCC(c1cccs1)N1C(=O)[C@H]2CN(S(=O)(=O)c3cc(F)cc(F)c3)C[C@H]2C1=O (some centres not stated)	15%
32	CCN(Cc1ccccc1)C(=O)c1c(C)oc2ccn(Cc3ccccc3F)c(=O)c12	-7%
33	O=C(C1CCCC1)N1CCC(Cc2ccccc2)(C(=O)O)CC1	1%[6.33 µM]
34	Cc1ccc(NC(=O)C2CC(=O)N(c3n[nH]c4cccc(F)c34)C2)cc1 (configuration not stated)	9%
35	COc1ccc(CN(C)C(=O)c2ccc3oc(C)cc3c2)c2cccnc12	68%[activator]
36	N#Cc1cccc(NC(=O)O[C@@H]2CO[C@H]3[C@@H]2OC[C@@H]3Nc2nccc(-c3cccc(F)c3)n2)c1	3%
37	Cc1ccccc1C(=O)NC1CCN(c2nc3ncccc3o2)CC1	4%[176 µM]
38	Cc1ccc(NC(=O)N2CCCN(S(=O)(=O)c3ccccc3)CCC(=O)NCC2)cc1C	0%
39	CCC(C)NC(=O)CN1CN(c2ccccc2)C2(CCN(C(=O)c3ccccc3OC)CC2)C1=O (configuration not stated)	52%[activator]
40	C[C@@H]1CN(C(=O)C2(N3C[C@@H](C)O[C@@H](C)C3)Cc3ccccc3C2)C[C@H](C)O1	44%[activator]
41	CN(Cc1ccc(F)cc1)c1ccc2ncc(Nc3cccc(N[S+](C)(=O)[O-])c3)n2n1	9%
42	COc1c(F)cccc1CN1CCOc2cc([S+](N)(=O)[O-])ccc2C1	-9%[176 µM]
43	CC(=O)NCCC1CCCN(Cc2oc3ccc(C)cc3c2C)C1 (configuration not stated)	46%[activator]
44	CCO[C@H]1CN(C(=O)CCc2ccc(-c3ccccc3)cc2)C[C@@H]1O	23%
45	CSCC(=O)N[C@H]1CCN2C(=O)c3cc(-c4ccc(SC)cc4)ccc3NC(=O)[C@H]12	6%
46	COc1ccc(N2C(=O)[C@@H]3[C@@H](CCN3C(=O)C(C)(C)C)N(Cc3ccccc3)C2=O)cc1	10%[176 µM]
47	CN(C)[C@@H]1CN(C2CCOCC2)CC[C@@H]1CO	58%[activator]
48	O=C1NC2(CCN(Cc3ccccc3)CC2)COc2ccccc21	?
49	O=C1NCCN2CC3(CCN(C(=O)COc4ccc(F)cc4)CC3)CC12 (configuration not stated)	77%[activator]
50	CN1CC2(CCN(C3CCN(CCc4ccccc4)CC3)C2)OC1=O (configuration not stated)	50%[activator]
51	Cc1ccccc1-c1nc(Cn2ccnc2C(C)C)c(C)o1	46%[activator]
52	Cc1c(C(=O)N(C)C(C)C)sc2ncnc(NCCCN3CCOCC3)c12	8%
53	C=C(C)CNc1ccc(C(=O)N(CC)Cc2nccn2C)cn1	-4%
54	O=C(C1CCCC1)N1CC2(CCN(Cc3ccccn3)C2)Cc2ccccc21 (configuration not stated)	-13%[6.33 µM]
55	O=C(CC1CCCCC1)NCc1nnc2c(-c3nc(C4CC4)no3)cccn12	54%[activator]
56	CCc1noc([C@@H]2CC(F)(F)CN2C(=O)c2ccncc2F)n1	34%
57	O=C(c1ccc2[nH]ccc2c1)N1CCC(Cc2nncn2CC2CC2)C1 (configuration not stated)	7%
58	O=C1[C@@H]2C[C@@H](CN2C(=O)C2CC2)Oc2ccccc2N1Cc1ccccn1	-2%[176 µM]
59	COc1ccc(C(=O)N2CCC3(CC2)C(OC)C(=O)N3c2cccc(F)c2)c(OC)c1 (configuration not stated)	14%
60	Cc1ccccc1C(=O)N1CCC2(CCN(Cc3cnc[nH]3)CC2)C(CO)C1 (configuration not stated)	80%[activator]

Next compounds:
item	molecule	ALOX12 inh
61	CN(C)c1ccc(CN2CCOC[C@H]2c2nc(C(C)(C)C)co2)cc1	32%[activator][176 µM]
62	CC(C)CN1C(=O)CO[C@H](c2ccc(NS(=O)(=O)c3cccc(F)c3)cc2)[C@H]1CO	-23%
63	CCOc1ccccc1-c1ccc(C(=O)NCc2ccc(Cl)cc2)o1	-29%
64	CS(=O)(=O)N1CCOC(Cn2ccnc2-c2ccc(CO)o2)C1 (configuration not stated)	93%[activator]
65	CNC(=O)N1CCc2c(sc3ncnc(NCCCOC)c23)C1	25%
66	CCN1C(=O)CCN(S(=O)(=O)c2ccc3c(c2)CCC3)CC12CCOCC2	-1%
67	CCCN(Cc1nccn1C)C(=O)CC1C(=O)NCCN1CC1CCCCC1 (configuration not stated)	57%[activator]
68	O=C(Cc1ccccc1Cl)NC1CCN(c2cc(C(F)(F)F)ncn2)CC1	30%[activator]
69	COc1ccc(N2C(=O)CSC23CCN(C(=O)Nc2ccccc2)CC3)cc1	3%
70	Cc1cc(C(=O)N2CCC3(CC2)N=C(CC(C)C)NC3=O)n(C)n1	33%
71	O=C(CC1=CCCCC1)N1C[C@@H](COCC2CC2)[C@H](c2ccncc2)C1	38%[activator]
72	O=C(Nc1ccc(Cl)cc1)N1CCCC(c2nn(-c3ccccc3)c(=O)[nH]2)C1 (configuration not stated)	-19%
73	COc1cccc(CC(=O)Nc2cccc(-c3nnc4n3CCCC4)c2)c1	51%
74	CCN(CC)C(=O)[C@@H]1CCC[C@@H](NC(=O)Nc2c(C)noc2C)CN(C)C(=O)C1	4%[176 µM]
75	Cn1ccc2c(C(=O)NCc3cccnc3)nc(-c3ccc([S+](C)(=O)[O-])cc3)cc21	1%[176 µM]
76	N#Cc1cccc(NC(=O)N2CCC[C@@H](O)[C@H](NC(=O)c3ccc(OCc4ccc(F)cc4)cc3)C2)c1	?
77	O=C(NC1CCCCC1)N[C@H]1CCN2C(=O)c3ccccc3NC(=O)[C@H]12	-8%[176 µM]
78	CCCNC(=O)N1CCC[C@H](n2c(=O)n(CCOC)c3cccnc32)C1	21%
79	C=CCNC(=O)N1CC[C@@H](CC(=O)O)[C@@H](CC2=NCCc3ccc(C)cc32)C1	8%[176 µM]
80	N#Cc1ccc(CN2CC[C@@H]3C(=O)NCCCCCCN(Cc4ccncc4)[C@@H]3C2)cc1	58%[activator]

Quoted at random: four records from the list
item	molecule	ALOX12 inh
67	CCCN(Cc1nccn1C)C(=O)CC1C(=O)NCCN1CC1CCCCC1 (configuration not stated)	57%[activator]
69	COc1ccc(N2C(=O)CSC23CCN(C(=O)Nc2ccccc2)CC3)cc1	3%
66	CCN1C(=O)CCN(S(=O)(=O)c2ccc3c(c2)CCC3)CC12CCOCC2	-1%
77	O=C(NC1CCCCC1)N[C@H]1CCN2C(=O)c3ccccc3NC(=O)[C@H]12	-8%[176 µM]

Other records.
item	molecule	ALOX12 inh
81	O=C(NCCc1ccccc1)C1CCN(C(=O)c2ncn3c2COC(c2ccccc2)C3)CC1 (configuration not stated)	55%[activator]
82	CN1CCC(OC2CCN(S(=O)(=O)c3ccccc3)CC2)CC1	45%[activator]
83	O=C(NCc1ccc(F)cc1)c1nc(-c2ccsc2)c2ccccn12	23%
84	CC(C)n1cc(CN2CCCN(S(=O)(=O)c3ccccc3)CCC(=O)NCC2)c2ccccc21	-6%
85	O=C(NCc1ccc2c(c1)OCO2)C1CCCN1c1nc2ncccc2o1 (configuration not stated)	21%
86	CCNC(=O)C1C(c2cccc(NC(=O)Cc3ccccc3)c2)OC(=O)N1Cc1ccc(C)cc1 (configuration not stated)	42%
87	COc1cccc(CN2CCOC3CCN(Cc4ccc(C#N)cc4)CC3C2=O)c1 (configuration not stated)	3%[176 µM]
88	CCn1ncnc1C1CC(=O)Nc2cc(OC)c(NC(=O)CC(C)C)cc21 (configuration not stated)	26%
89	CC(=O)N(C1CC1)C1CCOC2(CCN(C(=O)c3n[nH]c4ccccc34)CC2)C1 (configuration not stated)	3%
90	Cc1c(C(=O)N2CC3CCC2C3)sc2ncnc(NCCc3c[nH]c4ccccc34)c12 (configuration not stated)	-25%
91	Cc1nc(N2CCC(C(O)c3nccn3C)CC2)c2sccc2n1 (configuration not stated)	25%
92	Cc1nc2c(c(=O)[nH]1)CCN(C(=O)c1cn(CCC3CCCCN3)nn1)CC2 (configuration not stated)	9%
93	CC(=O)Nc1ccc(CN2CCC3(CN[S+](=O)([O-])c4ccccc4N3)C2)cc1 (configuration not stated)	46%[activator]
94	CN1Cc2ccc(N3CCOCC3)nc2C(C)(C(=O)NCc2ccccc2)C1 (configuration not stated)	10%[176 µM]
95	CCN(CC)C(=O)[C@@H]1C[C@@H](NC(=O)c2ncn[nH]2)CN1Cc1cnc[nH]1	146%[activator]
96	Cc1ccc(-n2cccc2CC(=O)NCc2ccccc2)cc1	-2%
97	CNC(=O)[C@@H]1C[C@@H](n2cc(CNC(=O)Nc3ccc(C)c(Cl)c3)nn2)CN1	-3%
98	CN1C(=O)CC(C(=O)O)C12CCN(Cc1cn(C)nc1-c1ccccc1)CC2 (configuration not stated)	-8%
99	CCCCCC(=O)Nc1nc2c(s1)C[C@@H]1[C@](C)(CO)[C@H](O)CC[C@@]1(C)[C@@H]2CC(=O)NCc1cccnc1	-18%
100	Cc1ccccc1N1CCN(C(=O)c2nnn3c2COC(c2ccc(Cl)cc2)C3)CC1 (configuration not stated)	-10%

The closing 3 compounds of the part above are carried over, then new ones follow:
item	molecule	ALOX12 inh
98	CN1C(=O)CC(C(=O)O)C12CCN(Cc1cn(C)nc1-c1ccccc1)CC2 (configuration not stated)	-8%
99	CCCCCC(=O)Nc1nc2c(s1)C[C@@H]1[C@](C)(CO)[C@H](O)CC[C@@]1(C)[C@@H]2CC(=O)NCc1cccnc1	-18%
100	Cc1ccccc1N1CCN(C(=O)c2nnn3c2COC(c2ccc(Cl)cc2)C3)CC1 (configuration not stated)	-10%
101	COc1ccc(C(=O)N2CCc3nc(OCC4CC4)ccc3C2)cn1	42%[activator]
102	Cc1cccc(CC(=O)N2C[C@@H](CO)[C@H](c3ccncc3)C2)c1	65%[activator]
103	CCCNC(=O)N1CCCCCCNC(=O)[C@@H]2CCCC[C@@H]21	37%[activator]
104	Cn1cnc(C(=O)N2CCC(N3C(=O)C(OCC4CC4)C34CCOCC4)CC2)c1 (configuration not stated)	4%
105	CCNC(=O)N1CCCC1c1noc(CCC(=O)NCc2cc(F)cc(F)c2)n1 (configuration not stated)	14%
106	O=C1NCCN2CC3(CCN(C(=O)CC4CCCC4)CC3)CC12 (configuration not stated)	163%[activator]
107	COCCN1CC(CO)C2(CCN(C(=O)c3ccccc3)CC2)C1 (configuration not stated)	37%[activator]

Some of the compounds tested, so the mix of outcomes need not match the whole.
